CFTR F508del cor – F508del CFTR correction, initial screen, CFBE line, single point; CFBE cells, YFP halide quenching; stimulated with forskolin plus potentiator P3; % fluorescence drop versus neutral controls; activity (quench increase), % at 7.58 µM; hit rate 0.36% among 350,000;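 active = mean added fluorescence quench of at least 8% versus neutral control, with both replicates also reaching 8%; inconclusive = only one of the mean or replicate conditions met; inactive = mean below 8% and not both replicates reaching 8%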;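 note: cells transiently co-express mutant CFTR-F508del with the halide-sensitive YFP; corrector assay measuring rescue of mutant channel to the surface after 24 h compound exposure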
RAD52 inh – RAD52 DNA annealing inhibitors, primary screen, biochemical, FRET, single point, set 2; AID 651710, 2012; DNA repair protein RAD52 homolog (Homo sapiens), P43351; inhibition, % at 18.7 µM; hit rate 0.46% among 360,000; recombinant RAD52 DNA annealing, FRET fluorescence;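 active = every replicate showing at least 50% inhibition; inconclusive = mean inhibition at least 50% but not in every replicate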
Target sequence (P43351 whole entry, looked up): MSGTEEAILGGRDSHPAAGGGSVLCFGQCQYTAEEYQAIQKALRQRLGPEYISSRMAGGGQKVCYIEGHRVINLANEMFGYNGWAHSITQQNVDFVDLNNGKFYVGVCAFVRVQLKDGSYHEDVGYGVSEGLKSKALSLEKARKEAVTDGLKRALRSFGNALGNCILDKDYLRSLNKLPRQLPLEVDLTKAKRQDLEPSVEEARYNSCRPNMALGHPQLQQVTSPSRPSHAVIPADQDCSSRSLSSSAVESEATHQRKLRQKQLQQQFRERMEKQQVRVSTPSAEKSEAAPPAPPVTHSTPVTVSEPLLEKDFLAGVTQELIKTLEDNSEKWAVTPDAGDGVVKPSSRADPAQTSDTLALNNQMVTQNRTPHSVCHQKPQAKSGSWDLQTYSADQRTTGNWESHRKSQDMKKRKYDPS
CASP6 VEID inh – human caspase-6 inhibitors, primary screen, biochemical, VEID-R110 fluorescence, single point, set 2 | purified caspase-6, Z-VEID-R110 cleavage fluorescence | inhibition, % at 12.5 µM | hit rate 0.53% among 350,000;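 active = mean inhibition across replicates at least about 35%, with every replicate also reaching that limit, limit read from the data; inconclusive = only one of the two criteria met; inactive = neither criterion met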;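 note: 0% = median of neutral control wells and 100% = no fluorescence left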
DENV2 CPE rescue – inhibitors of DENV2 cytopathic effect, primary screen, cell-based, plate reader, single concentration; hit rate 1.7% among 350,000; CPE inhibition, % at 9.99 µM; DENV2-infected cells, cytopathic effect rescue; in the data active = CPE inhibition above about 20%, passing the limit was not always enough; inconclusive = no clear call, values can overlap the other calls; tested in BHK-21 cells;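 note: 0% = median of neutral control wells and 100% = median of positive control wells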
E-sel inducer – E-selectin induction in HUVECs, primary screen, imaging, HUVEC, immunofluorescence imaging, single point | P16581 | hit rate 0.37% among 260,000 | AID 686992, 2013 | activation, % at 7.58 µM | normalized: neutral wells 0, TNF-alpha wells 100;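 active = mean E-selectin-positive cell signal at least 10% of the positive control, reached in at least 60% of replicates, without over 20% cell loss; inconclusive = no rule given, readout overlaps actives, possibly toxicity-flagged; inactive = the rest, including those meeting only one limit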;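 note: in these data hits start at about 27%; measured in HUVEC primary endothelial cells; signal is the percent of cells scored E-selectin positive by PE staining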
Target sequence (P16581 whole entry, looked up): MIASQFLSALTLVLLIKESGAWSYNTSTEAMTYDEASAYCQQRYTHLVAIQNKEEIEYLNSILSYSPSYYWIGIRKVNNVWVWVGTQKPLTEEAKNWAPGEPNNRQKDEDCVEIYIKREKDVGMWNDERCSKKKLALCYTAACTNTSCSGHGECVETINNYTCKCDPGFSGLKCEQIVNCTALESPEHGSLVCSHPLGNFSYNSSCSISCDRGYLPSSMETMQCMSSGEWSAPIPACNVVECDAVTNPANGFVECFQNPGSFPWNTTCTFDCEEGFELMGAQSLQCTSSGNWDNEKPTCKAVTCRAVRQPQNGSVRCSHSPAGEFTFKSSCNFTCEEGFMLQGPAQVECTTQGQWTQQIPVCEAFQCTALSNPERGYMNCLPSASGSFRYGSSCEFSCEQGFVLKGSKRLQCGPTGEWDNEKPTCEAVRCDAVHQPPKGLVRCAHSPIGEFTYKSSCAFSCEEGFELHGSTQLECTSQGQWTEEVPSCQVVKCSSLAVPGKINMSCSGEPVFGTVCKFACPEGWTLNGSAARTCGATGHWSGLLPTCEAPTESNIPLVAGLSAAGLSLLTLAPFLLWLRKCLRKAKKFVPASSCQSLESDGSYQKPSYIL
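Test system: HUVEC; input: 3,000 HUVEC/well; measured by: immunofluorescence imaging; read-out: % PE-positive cells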
XiGFP reactiv – activators of inactive X chromosome reactivation, primary screen, imaging, XiGFP fibroblasts, GFP high-content imaging, set 2. XiGFP mouse fibroblasts, % GFP-positive cells imaging, 3 d; cells co-treated with 5-aza-dC sensitizer; scaled so ellipticine positive control = 100%. activation, % at 7.58 µM. hit rate 0.055% among 360,000;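 active = mean normalized replicate activation at least 10% and every replicate at or above 10%; inconclusive = only one of the two criteria met; inactive = mean below 10% and not all replicates reach 10%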;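 note: 0% = median of on-plate neutral control wells and 100% = ellipticine 6 µM median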
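Assay system: SV40-immortalized XiGFP fibroblast cells, line 68-5-11; buffer or medium: DMEM plus 5-aza-dC sensitizer; compound: one concentration, pinned; timing: compounds 3 days, fix/stain 15 min at room temperature; benchmarks: positive control ellipticine, 6 µM final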
INS-1E GSIS act – GLuc luminescence reporter in INS-1E cells, primary screen for activators of glucose-dependent secretion of insulin; INS-1E GLuc reporter insulin secretion, 2-3 h; activation, % at 16.6 µM; hit rate 0.61% among 370,000;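 active = lowest replicate activation of at least 40%, so every replicate reaches that level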;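 note: 0% = median of neutral control wells and 100% = median of IBMX positive control wells; some compounds called inactive have numbers as strong as hits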
RAD54 branch – inhibitors of human RAD54 branch migration, primary screen, biochemical, fluorescence, single point. DNA repair and recombination protein RAD54-like (Homo sapiens), Q92698. RAD54 Holliday junction branch migration, FAM/BHQ fluorescence. inhibition, % at 10.4 µM. hit rate 0.14% among 360,000. AID 602329, 2012;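 active = mean normalized replicate activity at least 40 and at least half of replicates scoring 40 or more; inconclusive = only one of the two criteria met; inactive = mean below 40 and under half of replicates reaching 40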;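 note: 0% = median of neutral control wells and 100% = median of positive control wells; inhibitors cause a drop in the FAM fluorescence signal; in these data hits start at about 50%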
Starred values were filed as active, the others as inactive; ? = inconclusive; / = no result given; & = joins results of further samples.

#	compound	CFTR F508del cor	E-sel inducer	INS-1E GSIS act	CASP6 VEID inh
1	COc1ccc(CN(Cc2cccn2C)S(=O)(=O)c2ccc(F)cc2)cc1	3.9	-1.5	-13	3
2	CC1=C(C(=O)Nc2ccc(C(=O)NCCCN3CCCCC3)cc2)SCCO1	-4.5	/	-3	-76
3	CC(C)(C)OC(=O)N/N=C/c1ccc(N2CCOCC2)s1	/	-0.2	-3	-3
4	CCC(=O)Nc1ccccc1N1CCN(c2ccc(F)cc2)CC1	0.4	0.3	-4	-9
5	O=C(O)/C=C/C(=O)NCCC(c1ccccc1)c1ccccc1	1.4	/	-17	2
6	C[C@H](CO)N1C[C@H](C)[C@H](CN(C)C(=O)CCC(F)(F)F)OCc2cnnn2CCCC1=O	2.8&0.0	-0.3	-8&-1	3&-1
7	COc1cc(/C=C2/C(=O)NN(c3cccc(Cl)c3)C2=O)cc(OC)c1O	-3.3	/	-28	4
8	CCCNC(=O)Nc1ccc2c(c1)C(=O)N(C)[C@H]1CC[C@@H](CC(=O)OC)O[C@H]1CO2	-0.1	0.5	6	1
9	Cc1ncc(CSc2nnnn2-c2ccccc2)c(N)n1	-2.0	/	8	2
10	COc1ccccc1CNCCS(=O)(=O)NCc1ccccc1OC	-2.4	-0.1	19	-2
11	CCOc1ccc(N(CC(=O)Nc2ccc(Cl)cc2)S(C)(=O)=O)cc1	-1.4	0.3	/	3
12	CC(Oc1cc2oc(=O)cc(-c3ccccc3)c2cc1Cl)C(=O)NCC1CCC(C(=O)O)CC1 (configuration not stated)	1.8	/	-1	2
13	COc1cccc(NC(=O)Nc2nnc(CC(=O)NCc3ccccc3)s2)c1	0.6	/	-9	-2
14	O=C(c1ccccc1)N1CCCCC(S(=O)(=O)c2ccccc2)C1=O (configuration not stated)	2.3	/	22	/
15	CCNC(=O)c1cccc(NC(=O)C2CC(=O)N(CCc3ccccc3)C2)c1 (configuration not stated)	2.1	/	-34	10

#	RAD52 inh	DENV2 CPE rescue	XiGFP reactiv	RAD54 branch
1	-19	0	0.0	-9
2	3	2	-0.1	-12
3	-5	-6	-0.1	/
4	-19	0	0.1	-3
5	-23	9	0.1	-5
6	-7&-10	9&-1	0.1&0.1	-5&4
7	-44	1	0.0	-5
8	-6	-13	0.0	3
9	-9	8	/	3
10	-11	-3	-0.1	2
11	-17	3	0.4	-1
12	-9	9	/	-3
13	-14	-3	0.3	-4
14	-7	-3	/	5
15	-1	-8	0.1	-2

Sorted by the number under CASP6 VEID inh (high to low): three of the compounds above.
No.	canonical_smiles	CASP6 VEID inh
15	CCNC(=O)c1cccc(NC(=O)C2CC(=O)N(CCc3ccccc3)C2)c1 (configuration not stated)	10
11	CCOc1ccc(N(CC(=O)Nc2ccc(Cl)cc2)S(C)(=O)=O)cc1	3
13	COc1cccc(NC(=O)Nc2nnc(CC(=O)NCc3ccccc3)s2)c1	-2

The main list resumes, repeating the two entries before the break.
#	compound	CFTR F508del cor	E-sel inducer	INS-1E GSIS act	CASP6 VEID inh
14	O=C(c1ccccc1)N1CCCCC(S(=O)(=O)c2ccccc2)C1=O (configuration not stated)	2.3	/	22	/
15	CCNC(=O)c1cccc(NC(=O)C2CC(=O)N(CCc3ccccc3)C2)c1 (configuration not stated)	2.1	/	-34	10
16	CC(OC(=O)c1ccc(-n2cnnn2)cc1)C(=O)N(C)c1ccccc1 (configuration not stated)	-6.7	/	-2	0
17	CC(OC(=O)C1CCN(S(=O)(=O)c2ccc3c(c2)OCCO3)CC1)C(=O)N(C)c1ccccc1 (configuration not stated)	-2.0	/	-12	0
18	Cc1cccc(NC(=O)c2nc[nH]c2C(=O)N2CCc3ccccc3C2)c1	-3.0	0.1	-9	1
19	O=C(CNC(=O)C1CCCCC1)OCC(=O)c1ccc(Cl)s1	0.6	/	-1	-3
20	Cn1cc(CN2CCCC(C(=O)c3ccc(-c4ccccc4)cc3)C2)cn1 (configuration not stated)	-0.1	0.3	2	-4
21	CCCNC(=O)N1CC2(CCN(C(=O)c3cccnc3)CC2)c2c([nH]c3cc(OC)ccc23)[C@H]1CO	-1.4	-0.3	7	2
22	C[C@@H]1CN([C@@H](C)CO)S(=O)(=O)c2ccc(-c3ccc(F)cc3)cc2O[C@@H]1CN(C)Cc1ccccc1C(=O)O	0.4	-0.1	-2	-2
23	Cc1ccccc1NC(=O)C(=O)NCCCN1CCCC1=O	0.2	0.0	10	-6
24	CCCCN(C)CCNC(=O)Cn1ncc2c(=O)oc3ccc(C)cc3c21	-0.7	4.2	-5	0
25	CC(C)(C)CC(=O)Nc1cc2c3c(c1)CCN3C(=O)CC2	3.0	/	7	1
26	Cc1ccc(OCC(=O)Nc2cc(NC(=O)COc3ccc(C)cc3)cc(C(=O)O)c2)cc1	3.5	/	/	5
27	COc1cc(OC)c2c(-c3ccccc3)cc(=O)oc2c1C(CCN1CCOCC1)c1ccc(N(C)C)cc1 (configuration not stated)	3.5	0.5	1	-2
28	Clc1cccc(-c2nnc(-c3ccno3)o2)c1	-2.9	-0.4	3	-1
29	O=C(Nc1cccc(F)c1)N1CC(=O)N2[C@H](CO)[C@@H](c3ccc(C#Cc4cccnc4)cc3)[C@H]2C1	0.5	0.6	-3	-1
30	COC(=O)c1cc2ccsc2n1CC(=O)Nc1cc(Cl)ccc1OC	/	/	-17	-1

#	RAD52 inh	DENV2 CPE rescue	XiGFP reactiv	RAD54 branch
14	-7	-3	/	5
15	-1	-8	0.1	-2
16	-19	17	0.0	-5
17	-9	1	0.3	-17
18	-7	-1	0.0	2
19	-24	-4	0.1	2
20	3	5	-0.2	-2
21	-14	-1	0.2	/
22	-3	-3	0.2	9
23	-16	-3	-0.1	-9
24	-18	6	0.1	7
25	-29	5	-0.1	4
26	4	0	0.0	1
27	-6	-11	-0.2	2
28	-16	3	0.0	-5
29	-42	-3	0.1	/
30	-19	/	/	-1

(more compounds)
#	compound	CFTR F508del cor	E-sel inducer	INS-1E GSIS act	CASP6 VEID inh
31	C1CCN2CC3CC(CN4CCCC[C@@H]34)[C@H]2C1	-14	0.6	/	-9
32	CCC/C=N/Nc1nnc(Cc2ccccc2)c(=O)[nH]1	4.9	/	11	-1
33	COc1ccccc1C(CNC(=O)CSc1ccc2ccccc2c1)N(C)C (configuration not stated)	0.1	1.7	-1	1
34	O=C(CN1CCN(C2CCCCC2)CC1)Nc1ccc(Br)cc1	0.0	1.0	-7	-7
35	CC1=CC(C)(C)n2c(O)c(N=NC(N)=S)c3c(C)c(C)cc1c32	1.9	-0.1	17	1
36	COc1ccc2nc(N3C(=O)CNC3=S)sc2c1	-1.3	3.3	12	-2
37	Cc1onc(-c2c(F)cccc2Cl)c1-c1nnc(-c2ccc(C(F)(F)F)cc2)o1	-0.3	-0.3	-8	2
38	Cc1noc(C)c1NC(=O)N[C@H]1CC[C@H](CCNC(=O)C2CCCCC2)O[C@H]1CO	-1.9	?	4	-1
39	COC(=O)[C@@H]1[C@@H](CO)[C@@H]2Cn3c(ccc(-c4ccncc4)c3=O)[C@@H]2N1Cc1cccc(F)c1	0.4	-1.7	-1	-2
40	Cc1ccc(C(=O)CSc2nc(-c3ccccc3)cc(=O)[nH]2)cc1	-4.5	0.1	8	-3
41	CO[C@H]1CN(C)C(=O)c2ccc(NC(=O)c3ccc(F)cc3)cc2OC[C@H](C)NC[C@H]1C	-1.6	0.3	-7	-3
42	CC(=O)Nc1ccc(SC[C@H](Cc2ccccc2)N2CC[C@@H](C(C)(C)C)CCC2=O)cc1	-2.6	0.2	/	2
43	O=C(CSc1nc(=O)n(CCCN2CCOCC2)c2c1CCCC2)Nc1cccc([N+](=O)[O-])c1	-0.9	/	-16	-2
44	Cc1noc(C)c1NC(=O)Nc1ccc2c(c1)C(=O)N([C@@H](C)CO)C[C@H](C)[C@H](CN(C)S(=O)(=O)c1ccc(F)cc1)OCCCC[C@H](C)O2	2.3	0.7	-5	-1
45	CCC(Oc1ccccc1)C(=O)Nc1nnc(S(=O)(=O)Nc2ccccc2)s1 (configuration not stated)	3.9	0.2	-12	0

#	RAD52 inh	DENV2 CPE rescue	XiGFP reactiv	RAD54 branch
31	-6	0	-0.1	-1
32	-17	-2	-0.1	4
33	-5	5	0.3	11
34	-19	10	0.1	/
35	-11	-3	0.0	-3
36	-27	-4	-0.2	-2
37	-8	1	-0.1	0
38	1	-7	0.0	-8
39	-12	-10	0.3	-4
40	0	0	0.2	-2
41	7	?	0.0	16
42	0	5	0.0	1
43	8	?	0.0	0
44	33	16	-0.7	1
45	-14	-10	0.2	-5

(next part)
#	compound	CFTR F508del cor	E-sel inducer	INS-1E GSIS act	CASP6 VEID inh
46	COc1ccc(S(=O)(=O)Nc2ccc3c(c2)C(=O)N([C@@H](C)CO)C[C@@H](C)[C@@H](CN(C)S(=O)(=O)c2cccs2)OCCCC[C@@H](C)O3)cc1	2.5	/	8	-1
47	CC1(C(=O)Nc2cccc(C#N)c2)CCN1C(=O)C/C=C/c1ccccc1 (configuration not stated)	-1.5	-0.2	-6	0
48	CCCCC[C@@H]1C=C(C(=O)O)[C@H](c2ccc(C#N)cc2)N1S(=O)(=O)c1ccc(C)cc1	1.6	/	/	3
49	CCCOc1ccc(C(=O)NNC(=S)NC(=O)c2ccccc2[N+](=O)[O-])cc1	-4.1	/	-2	-2
50	Cc1ccc2[nH]c(=O)c(CN(Cc3cccs3)S(=O)(=O)c3ccc4c(c3)OCCO4)cc2c1	/	-2.9	2	0
51	CC1CC(C)CN(S(=O)(=O)c2ccc3c(c2)CC(C)N3C(=O)C2CC2)C1 (configuration not stated)	-0.5	/	-11	/
52	O=S(=O)(N[C@H]1CC[C@@H](CCn2cc(-c3ccccc3F)nn2)O[C@@H]1CO)c1ccc(F)cc1	-1.6	1.9	-2	2
53	C[C@@H]1CN([C@H](C)CO)C(=O)c2cc(C#CCN(C)C)cnc2O[C@@H]1CN(C)C(=O)c1cccc(F)c1	1.9	0.7	15	2
54	CCOC(=O)CCNC(=O)N1CCCC(C(=O)c2cccc(Cl)c2)C1 (configuration not stated)	0.4	/	2	2
55	CCNC(=O)C[C@@H]1CC[C@H]2[C@H](COc3ccc(NC(=O)c4cccc(OC)c4)cc3C(=O)N2C)O1	-0.5	-0.1	4	1

#	RAD52 inh	DENV2 CPE rescue	XiGFP reactiv	RAD54 branch
46	7	5	-0.1	13
47	-12	-10	0.3	3
48	0	-5	-0.1	-4
49	-32	-5	0.0	0
50	-3	-3	0.8	/
51	5	-4	0.0	1
52	7	0	-0.5	/
53	-4	?	-0.8	-7
54	-3	1	0.6	16
55	-9	-10	0.3	-2

Source: PubChem (Broad Institute)
